Screening results as filed in PubChem.
Platelet DG rel: platelet dense granule release activity. inhibition, %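 (compounds screened at 7.5 µM in platelet-rich plasma)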. human platelet-rich plasma, SFLLRN dense granule ATP release, luminescence. 0.22% of 300,000 active;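 active = mean replicate score, as percent of positive control, at or above 50; inconclusive = mean below 50 but at least one replicate at or above 50; inactive = mean and every replicate below 50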
HIF activator: HIF pathway transcriptional activation. U2OS HRE-luciferase reporter, luminescence; normalized: DMSO 0%, desferrioxamine 100%. activation, % at 7.5 µM (by protocol). 0.32% of 300,000 active;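 active = mean activation of at least 10% of the iron chelator positive control signal, with at least half of replicates also reaching 10%; inconclusive = mean and replicate majority disagree about reaching 10%; inactive = mean and most replicates under 10%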
HSF-1 act: increases HSF-1 driven luciferase reporter signal; NIH3T3-HGL HSF-1 luciferase reporter, MG132, 8 h; 100% = twice DMSO control signal; activation, % at 9 µM; 1.7% of 300,000 active;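 active = mean replicate activation of at least 50% with a set share of replicates each reaching 50%; inconclusive = only one of those two conditions met; inactive = mean below 50% and too few replicates reaching it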;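 also: 0% = median of the neutral control wells and 100% = twice that signal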
AI-2 QS modul: modulators of Vibrio harveyi AI-2 quorum sensing system; Vibrio harveyi JMH597 AI-2 luminescence/OD600 ratio, 9 h; stronger effect = lower value; strain lacks LuxN and CqsS sensors; 0 = neutral-control median; activity change, % at 7.5 µM; 0.4% of 300,000 active; in the data active = activity change below about -75%, passing the limit was not always enough; inconclusive = no clear call, values can overlap the other calls;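 also: luminescence divided by OD600 gain over 9 h not by final OD600 alone; inactives centre near 13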
IEC-6 tox: kills IEC-6 intestinal cells in KLF5 counter-screen. IEC-6 cytotoxicity, luminescence viability. inhibition, % at 5 µM. 0.78% of 290,000 active. AID 1825; in the data active = inhibition above about 22%;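 also: 0% = plate median of test compound wells and 100% = cytotoxic reference compound wells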
HDAC3 inh: inhibitors of human histone deacetylase 3; recombinant HDAC3, fluorogenic peptide/trypsin coupled, fluorescence; inhibition, % at 8.3 µM; 0.15% of 320,000 active; in the data active = inhibition above about 26%, passing the limit was not always enough; inconclusive = no clear call, values can overlap the other calls
Target sequence (O15379 whole entry, looked up): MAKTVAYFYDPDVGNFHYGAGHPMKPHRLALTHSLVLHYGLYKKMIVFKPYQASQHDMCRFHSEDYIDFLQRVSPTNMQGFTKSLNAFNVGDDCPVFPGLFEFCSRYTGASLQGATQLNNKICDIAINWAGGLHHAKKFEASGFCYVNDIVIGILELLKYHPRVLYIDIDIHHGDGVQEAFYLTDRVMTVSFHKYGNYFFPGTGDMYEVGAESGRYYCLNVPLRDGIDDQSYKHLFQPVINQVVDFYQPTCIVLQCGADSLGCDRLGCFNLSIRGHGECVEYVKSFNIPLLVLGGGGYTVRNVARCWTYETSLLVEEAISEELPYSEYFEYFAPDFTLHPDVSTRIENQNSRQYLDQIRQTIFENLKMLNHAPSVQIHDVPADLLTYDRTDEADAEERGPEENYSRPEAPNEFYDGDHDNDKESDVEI
KLF5 inhibitor: inhibitors of KLF5 expression; DLD-1 KLF5 promoter-luciferase reporter, luminescence; inhibition, % at 5 µM; 0.23% of 290,000 active; AID 1700;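 active = inhibition above a per-plate limit of that plate's mean compound inhibition plus 3 SD, cut at about 60% in these data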;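 also: 0% = DMSO wells and 100% = LY294002 at 200 µM; higher means less KLF5 promoter-driven luciferase light; inactives centre near -14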
HSP90 refold inh: blocks HSP90-mediated luciferase refolding in reticulocyte lysate; Rabbit reticulocyte lysate, luciferase refolding luminescence, 3 h; inhibition, % at 5.6 µM; 0.91% of 290,000 active; AID 1789;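 active = inhibition above the screen-wide mean plus 3 SD, computed separately per campaign, cut at about 16% in these data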;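 also: 0% = DMSO wells and 100% = 60 µM geldanamycin wells; inhibitors lower the luminescence because luciferase stays unfolded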
aSyn UTR inh: 5' untranslated region of α-synuclein, MLPCN primary screen; alpha-synuclein 5'UTR reporter, inhibitor activity; inhibition, % (tested at 7.5 µM); 0.82% of 300,000 active; AID 1813; in the data active = inhibition above about 60%; inconclusive = no clear call, values can overlap the other calls;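 also: H4 neuroglioblastoma cells stably carrying SNCA 5'UTR luciferase fusion; 0% = DMSO wells and 100% = positive control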
HSF1 inhib: HSF1 inhibition. NIH3T3-HGL HSE-luciferase, MG132-induced, luminescence 8 h; stronger effect = lower value. 0.77% of 300,000 active. activity change, negative = inhibition, % at 7.5 µM (by protocol). AID 2098;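 active = more than half of replicate wells show activity change below -50%, luminescence cut by over half; inconclusive = some wells, but at most half, below -50%; inactive = no replicate well below -50%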;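 also: luciferase reports HSF-1 transcriptional activity via heat shock element; 0% = median of DMSO wells and -100% = zero luminescence signal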
* = called active by the depositor; ? = inconclusive; · = no result given; & = joins results of further samples.

SMILES	Platelet DG rel	HIF activator	HSF-1 act	AI-2 QS modul	IEC-6 tox	HDAC3 inh	KLF5 inhibitor	HSP90 refold inh	aSyn UTR inh	HSF1 inhib
CC(C)CC(OC(=O)c1cccs1)C(=O)NCc1cccs1 (stereo not drawn)	2	0.8	15	3	3	2	-7	-5	8	2
CNC(C)c1ccc(S(N)(=O)=O)cc1 (stereo not drawn)	0	-0.1	7	11	0	-5	-2	-2	16	0
OCCN(Cc1ccccc1)Cc1nc(CC2CC2)no1	5	-0.2	-7	16	-8	-2	-20	0	13	-3
COc1ccccc1NS(=O)(=O)c1cccc(C(=O)NCc2ccccn2)c1	22	0.2	-1	7	-2	0	-4	5	-3	-2
COc1ccc(Nc2nnc(C)c3ccccc23)cc1	1	0.3	33	28	-4	7	-58	-2	-67	5
O=C(N=Nc1c(O)[nH]c2ccccc12)c1ccc2c(c1)OCO2	11	0.6	35	21	0	2	-20	-2	-29	7
O=C(CCNc1n[nH]c(=O)[nH]c1=O)N/N=C/c1ccc(C(F)(F)F)cc1	10	-0.6	-10	14	-6	-1	-31	3	23	1
Cc1cccc(OCCCC(=O)Nc2ccc(N(C)C)cc2)c1	6	3.0	16	-2	-2	6	-72	-5	-88	4
CCOC(=O)c1ccccc1NC(=O)C(C)Oc1ccccc1 (stereo not drawn)	-7	-38	-17	-4	-4	?	-35	-1	11	3
ON/C=N/C(=S)Nc1ncc(C(F)(F)F)cc1Cl	1	-0.1	30	9	3	3	-64	-3	15	0
CCS(=O)(=O)NCC(c1cccnc1)N1CCN(c2ccc(F)cc2)CC1 (stereo not drawn)	0	-0.3	-4	13	0	2	-34	-1	-9	-4
Cc1ccc(C)c(OCCC(=O)OCC(=O)NC2CC2)c1	3	0.2	-16	28	·	6	·	·	0	-1
Cc1ccc(C)c(NC(=O)C2CCN(C(=O)c3cccs3)CC2)c1	-6	-2.1	11	·	4	-2	1	-3	14	-1
CC(C)NC(=O)c1ccccc1NS(=O)(=O)c1ccc(Br)s1	-3	-1.0	17	47	9	·	-36	-15	13	1
CC(C)N(Cc1ccccc1)C(=S)Nc1ccc(F)cc1	8	-0.5	-30	27	-1	-3	-19	-1	-10	-25
COc1cc(OC)cc(-c2n[nH]c(=S)n2-c2ccc3c(c2)OCCO3)c1	1	-0.5	14	12	2	-3	-27	5	19	3
COc1ccc(CCN(C)C(=O)c2c(C)nn(-c3ccccc3)c2C)cc1OC	9	0.0	-5	28	1	6	-1	-4	-1	-3
FC(F)Oc1ccc(-n2cc(-c3ccc(Cl)cc3)[n+]3c2CCCCC3)cc1	10	-1.1	-3	10	2	-4	16	3	-10	-18
Cc1nc2nc(-c3ccccc3)[nH]n2c(=O)c1Cc1ccccc1	·	·	·	·	-3	-2	-45	-2	·	·
CCC(O)CC(C(=O)NNc1ccccc1)C(=O)NNc1ccccc1 (stereo not drawn)	2	-0.1	6	19	5	1	1	2	-8	2

One compound at a time, as listed above.
Shown for Cc1ccc(C)c(OCCC(=O)OCC(=O)NC2CC2)c1 → Platelet DG rel: 3; HIF activator: 0.2; HSF-1 act: -16; AI-2 QS modul: 28; IEC-6 tox: ·; HDAC3 inh: 6; KLF5 inhibitor: ·; HSP90 refold inh: ·; aSyn UTR inh: 0; HSF1 inhib: -1
Shown for COc1ccccc1NS(=O)(=O)c1cccc(C(=O)NCc2ccccn2)c1 → Platelet DG rel: 22; HIF activator: 0.2; HSF-1 act: -1; AI-2 QS modul: 7; IEC-6 tox: -2; HDAC3 inh: 0; KLF5 inhibitor: -4; HSP90 refold inh: 5; aSyn UTR inh: -3; HSF1 inhib: -2

Next section
SMILES	Platelet DG rel	HIF activator	HSF-1 act	AI-2 QS modul	IEC-6 tox	HDAC3 inh	KLF5 inhibitor	HSP90 refold inh	aSyn UTR inh	HSF1 inhib
CC(C)(C)C(=O)Nc1sc2c(c1C#N)CCCCC2	28	1.0	17	-2	-1	-2	-48	-2	-78	18
O=C(N/N=C/c1ccc(Cl)cc1Cl)c1ccc2nc[nH]c2c1	9	2.6	14	31	-1	9	-56	-6	-31	7
O=C(CSc1cccc[n+]1[O-])c1cc(Cl)ccc1Cl	2	0.2	170*	24	28*	-1	-22	1	-87	122
CCCCOC(=O)c1ccc(NC(=O)c2nn(C)cc2Br)cc1	4	1.2	25	-6	8	-15	0	-4	-39	10
CC(C)CCN1C(Nc2ccccc2)=NC[C@@H]1Cc1ccccc1	4	0.0	-4	20	4	0	7	-1	9	1
Cc1ccc2c(c1)c(-c1ccccc1)nc1nncn12	-1	-0.3	-4	29	-2	4	-15	-4	23	-4
O=C(c1ccco1)N1CCN(C(=O)C2CC(c3ccccc3F)=NO2)CC1 (stereo not drawn)	2	0.5	-7	17	1	5	-35	-1	7	-5
Cc1cc(NC(=O)c2cc3n(n2)C(C(F)(F)F)CC(c2ccco2)N3)no1 (stereo not drawn)	-7	-0.2	-12	5	-4	1	-27	-2	-9	1
Cc1cc(/C=N/NC(=O)c2nn(C)cc2Cl)c(C)n1-c1cccc(Br)c1	-8	-0.5	-2	26	-3	17	-8	-2	15	10
COc1cccc(CNC(=O)c2ccc(C)c(S(=O)(=O)N3CCOCC3)c2)c1	3	0.4	9	1	·	2	·	·	9	2
Cc1cc2c3c(c1)C1(C(=O)N3C(C)(C)CC2C)C(C#N)=C(N)Oc2n[nH]c(C)c21 (stereo not drawn)	-6	-0.2	7	21	0	9	-23	-1	-4	9
COC(=O)c1[nH]c2cc(OC)ccc2c1NC(=O)c1ccc2c(c1)OCO2	1	-0.4	4	5	9	5	-18	-3	8	5
CCCn1c(SCC(=O)N2CCN(S(=O)(=O)c3ccc(Cl)cc3)CC2)n[nH]c1=O	0	0.2	0	·	-2	3	-20	0	13	5
COCC(C)NS(=O)(=O)c1ccc(OC)cc1 (stereo not drawn)	-3	-0.6	-1	18	0	4	-25	-3	9	-1
CC(=O)Nc1ccc(S(=O)(=O)Nc2ccc3ccccc3n2)cc1	-22	0.1	18	11	3	11	-13	-5	-4	7
CN1CCN(NC(=O)/C=C/c2cccc(Cl)c2)CC1	-4	-0.3	6	10	-4	·	-27	-3	-11	3
CCN(C(=O)CSc1nncn1-c1ccccc1)c1c(N)n(Cc2ccccc2)c(=O)[nH]c1=O	-4	0.0	-8	8	-6	4	10	-8	27	-4
CN(C)/C=N/c1c(C#N)cnn1-c1ccc(C(F)(F)F)cn1	·	·	·	·	9	-4	14	1	·	·
O=C(CCN1C(=O)/C(=C\c2cccs2)SC1=S)Nc1nccs1	1	-0.2	-1	7	0	-3	3	5	19	-5
NS(=O)(=O)c1ccc2nc(NC(=O)c3ccc4ncsc4c3)sc2c1	26	0.9	-13	-4	-2	8	-52	0	-33	4
NS(=O)(=O)c1ccc(CCNCC(=O)N2CCC(Cc3ccccc3)CC2)cc1	-1	0.0	18	-1	-13	-3	-31	1	-1	9
CCOc1ccc(N(C(C)C(=O)NCc2ccco2)S(C)(=O)=O)cc1 (stereo not drawn)	0	-0.1	-2	4	0	-1	-12	0	-7	3
CCOc1ccc(Nc2nc(Cc3nnc(SCC(=O)NCC4CCCO4)n3C)cs2)cc1 (stereo not drawn)	6	-0.1	-10	12	-4	6	-26	3	16	0
O=C(O)c1ccccc1C(=O)N1CCc2c([nH]c3ccccc23)C1C(F)(F)F (stereo not drawn)	3	-0.1	0	12	4	-6	-5	7	13	-2
Cc1ccc(S(=O)(=O)NC2=C(N3CCN(c4ccccc4F)CC3)C(=O)c3ccccc3C2=O)cc1	4	1.0	-37&17	20	8	2	-21	0	-5	-37&15
CN1CC(=O)N2C(c3ccc(Cl)cc3)c3[nH]c4ccccc4c3C[C@H]2C1=O (stereo partly drawn)	-5	-1.7	6	9	15	-4	-22	-1	-13	-5
COC(=O)c1cccc(-n2[nH]nnc2=S)c1	-1	-0.6	-5	32	-1	-6	-3	0	14	2
CC(C)/C=C1\CCc2c([nH]c3ccccc23)C1=O	-24	1.4	36	13	2	7	-18	-1	-51	16
Cc1ccc(-c2nc3ccccn3c2NCc2ccc3c(c2)OCO3)cc1	-1	4.6	34	10	3	-26	-67	4	-163	16
CCC(Sc1nc2n[nH]c(C)c2c(=N)n1-c1cccc(Cl)c1C)C(=O)N(CC)CC (stereo not drawn)	0	-0.5	42	13	0	-5	-17	-1	?	5
c1ccc(-n2nnnc2SCc2cccc(CSc3nnnn3-c3ccccc3)n2)cc1	-2	-0.1	21	7	-1	-1	-29	11	25	8
CN(C)C(=O)COC(=O)c1ccccc1Sc1ccccc1C#N	-3	-0.3	0	16	0	2	-30	6	5	0
CN(CC(=O)Nc1ccc(OC(F)(F)F)cc1)C(=O)Cc1c(Cl)cccc1Cl	-29	-0.6	19	27	1	4	-1	0	16	-3
CCOc1cc(/C=C2\CN(C)C/C(=C\c3ccc(O)c(OCC)c3)C2=O)ccc1O	4	-4.1	24	-8	88*	6	33	10	96*	19
CN(CCO)c1nc(N)c2c(N)nc3c(c2c1C#N)CC(=O)N3C1CCCC1	-53	-0.2	14	22	2	2	-27	5	-10	3
CCOc1ccc(/C=C/C(O)=C2/C(=O)NC3(C)CC2c2ccccc2O3)cc1OC (stereo not drawn)	-4	3.1	4	15	7	-6	-3	0	10	15
COc1ccc(N=C2SC(CC(=O)Nc3cccc(Cl)c3)C(=O)N2Cc2ccco2)cc1 (stereo not drawn)	0	-0.4	1	19	1	6	-3	2	-3	5
Cn1c(=O)[nH]c(=O)c2c1nc(N1CCN(Cc3ccccc3)CC1)n2CCSc1ncccn1	0	-0.2	-4	21	5	1	-21	0	3	-6
COc1cc(C(=O)Nc2ccc(NC(=O)c3ccccc3)nc2)cc(OC)c1OC	-1	0.5	41	7	4	1	-49	-1	-41	3
O=C(O)CC(NC(=O)C12CC3CC(CC(C3)C1)C2)c1ccc(Cl)cc1 (stereo not drawn)	2	0.2	8	21	-4	8	-47	2	8	-9
OCC[C@@H]1C[C@@H](O)[C@H](O)[C@]2(Cc3ccccc3CO2)O1	-5	0.6	5	0	-2	-6	-9	-5	11	4
Cc1ccc(C(C(=O)NC2CCCC2)N(C(=O)CNC(=O)c2cccs2)c2cccnc2)o1 (stereo not drawn)	3	0.2	-1	10	1	-8	-10	2	10	6
CCN1C(=O)/C(=C\N(C)C)S/C1=N\S(=O)(=O)c1ccc(C)cc1	-5	-0.2	3	30	-1	2	-8	-3	-1	0
COc1ccccc1C(=O)NC(C)c1nc2ccccc2[nH]1 (stereo not drawn)	-1	-0.3	17	24	1	-3	6	1	-20	4
CS(=O)(=O)c1ccc(Cl)c(NC(=O)c2ccc3ccccc3c2)c1	0	-0.2	1	21	0	-12	-19	-3	4	9
O=C(Oc1ccc(/C=N/NC(=O)c2ccccn2)cc1)c1cccc(Br)c1	12	1.1	30	3	-3	-7	-143	-3	-39	5
Cc1cccc(-n2ncc3c(NCc4cccs4)ncnc32)c1	-2	2.2	21	29	4	-2	-86	-5	-112	14
CCn1c(CNc2cccc(Cl)c2)nnc1SCc1ccccc1	-10	·	15	14	0	4	-34	1	10	2
Fc1ccc(C[n+]2csc3ccccc32)cc1	-6	1.9	13	8	-4	9	-9	2	-109	-1
O=C(COC(=O)c1ccco1)NC1CCCC1	-7	-2.0	6	·	0	-5	19	-3	-6	1
CCOc1ccc(NC(=O)c2sc3nc4n(c(=O)c3c2C)CCC4)cc1	27	-0.4	-3	4	8	-2	-19	3	-44	5
CCCC(C(=O)NC1=NCCS1)c1ccccc1 (stereo not drawn)	9	-0.1	13	15	-10	-2	-12	3	3	5
